Compound activity (PubChem BioAssay)
Yp Topo-I inh – blocks Yersinia pestis topoisomerase I activity; Y. pestis Topo-I cleavage product accumulation, plate reader; 360,000 tested, 0.064% active; activity, % at 10 µM; in the data active = activity above about 50%, passing the limit was not always enough; inconclusive = no clear call, values can overlap the other calls; also: inactives centre near 2
BoNT A protease – BoNT A light chain protease inhibition | AID 588499 | 360,000 tested, 0.17% active | inhibition, % at 10 µM | multiplex microsphere protease substrate cleavage, flow cytometry; also: plate controls were buffer without enzyme for full effect and enzyme alone for no effect
SARS 3CLpro inh – SARS-CoV 3CLpro protease inhibition | P0C6X7 | recombinant SARS-CoV 3CLpro, quenched FRET peptide cleavage | inhibition, % at 6 µM | 290,000 tested, 0.14% active | AID 1706; in the data active = inhibition above about 12%
PrPC surface inh – inhibitors of human cell surface prion protein PrPC; inhibition, % at 13.8 µM; 370,000 tested, 0.43% active; TR-FRET read-out; AID 720596; in the data active = inhibition above about 24%; also: 0% = median of the test wells and 100% = reference compound wells
SSB-PriA inh – K. pneumoniae PriA-SSBct interaction inhibition; inhibition, % at 33 µM; AID 1272365; 430,000 tested, 0.6% active; AlphaScreen SSBct-PriA binding, biotinylated peptide; in the data active = inhibition mostly above about 37%, no sharp cut-off; inactive = mostly below about 20%;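 also: plate controls were negative control peptide for no effect and reference peptide for full effect; strong numbers were not always called active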
Vc quorum ag – quorum light induction in luxS cqsA deficient V. cholerae; AID 588436; V. cholerae BH1578 lux reporter, luminescence, 6 h; 350,000 tested, 0.16% active; activation, % at 18.7 µM; in the data active = activation mostly above about 9.7%, no sharp cut-off; inconclusive = no clear call, values can overlap the other calls; inactive = mostly below about 3.7%; also: not every result past the cut was called active; inactives centre near 0; reference of the scale not given here
TcdB inh – inhibitors of Clostridioides difficile toxin B glycohydrolase. P18177. TcdB glycohydrolase enzymatic assay, plate reader. inhibition, % at 9.99 µM. 350,000 tested, 0.24% active. AID 652162; in the data active = inhibition above about 10%
Anthrax LF prot – inhibitors of Bacillus anthracis lethal factor protease; AID 588501; inhibition, % at 10 µM; multiplex microsphere protease cleavage assay, LF; 360,000 tested, 0.12% active; also: plate controls were buffer without enzyme for full effect and enzyme alone for no effect
Target sequence (P15917 whole entry, looked up): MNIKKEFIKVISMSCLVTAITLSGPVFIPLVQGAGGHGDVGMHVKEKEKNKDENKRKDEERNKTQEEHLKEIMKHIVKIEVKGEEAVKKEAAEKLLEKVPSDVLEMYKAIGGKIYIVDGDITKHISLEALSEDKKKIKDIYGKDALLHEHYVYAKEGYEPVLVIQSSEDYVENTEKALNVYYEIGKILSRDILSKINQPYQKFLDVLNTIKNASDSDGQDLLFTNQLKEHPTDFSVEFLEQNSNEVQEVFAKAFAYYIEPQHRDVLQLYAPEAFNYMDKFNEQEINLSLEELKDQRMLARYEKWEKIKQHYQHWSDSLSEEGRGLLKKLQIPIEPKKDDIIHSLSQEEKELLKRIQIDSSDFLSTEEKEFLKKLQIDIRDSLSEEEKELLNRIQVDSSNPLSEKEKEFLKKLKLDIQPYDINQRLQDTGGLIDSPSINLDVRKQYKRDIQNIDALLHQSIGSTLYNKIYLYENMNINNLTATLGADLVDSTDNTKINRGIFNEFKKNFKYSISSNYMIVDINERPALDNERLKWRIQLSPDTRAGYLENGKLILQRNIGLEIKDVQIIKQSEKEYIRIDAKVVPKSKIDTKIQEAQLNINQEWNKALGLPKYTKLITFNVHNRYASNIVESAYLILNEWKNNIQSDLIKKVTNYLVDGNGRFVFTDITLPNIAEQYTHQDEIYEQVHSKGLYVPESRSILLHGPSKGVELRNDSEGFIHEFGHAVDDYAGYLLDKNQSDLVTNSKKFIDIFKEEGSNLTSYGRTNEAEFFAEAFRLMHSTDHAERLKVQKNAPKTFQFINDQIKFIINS
PfHsp40 yeast – rescue of PfHsp40-mediated yeast toxicity | 340,000 tested, 0.68% active | AID 504582 | S. cerevisiae expressing PfHsp40, growth rescue, ATP luminescence | growth rescue, % at 12.5 µM; in the data active = growth rescue above about 28%, passing the limit was not always enough; inconclusive = no clear call, values can overlap the other calls;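 also: yeast W303a lacking pdr1 and pdr3 grown in galactose medium; growth measured after three days at 30 °C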
* = called active by the depositor; i = inactive; ? = inconclusive; / = no result given. Rule as the data show it, unless noted: active = inhibition above about 30%; inconclusive = no clear call, values can overlap the other calls; inactive = below that. The list is partial (hit frequency here may not be typical).

SMILES	Yp Topo-I inh	BoNT A protease	SARS 3CLpro inh	PrPC surface inh	SSB-PriA inh	Vc quorum ag	TcdB inh	Anthrax LF prot	PfHsp40 yeast
CCN1CCN(c2ccc(S(=O)(=O)N3CCOCC3)cc2NC(=O)CC(C)C)CC1	0	-2.8	/	-3	13	i	-0.2	-7	-2.1
Cc1ccc(SCCC(=O)N/N=C/c2cccnc2)cc1	7	0.2	-2	1	/	-0.3	10*	-4	1.5
CCCCN(CCCC)S(=O)(=O)c1ccc(SCC(=O)OCC)c([N+](=O)[O-])c1	10	-1.6	3	-7	20	1.5	2.3	-7	-1.6
COCCn1ccc2c(OCC(=O)Nc3ccccc3OC)cccc2c1=O	19	5.2	/	16	-10	-0.2	4.3	-1	-0.9
Cc1ccc(C(=O)N(CC(C)C)c2c(N)n(Cc3ccccc3)c(=O)[nH]c2=O)o1	4	-2.5	/	-4	-6	i	-0.4	?	-0.7
Cc1ccc(NS(=O)(=O)c2ccc(Br)cc2)nc1	9	-1.3	-4	3	-5	-0.5	-0.3	7	-0.4
COc1ccc(CCNC(=O)CSc2c[nH]c3ccccc23)cc1OC	3	-0.1	0	5	7	-1.3	0.7	4	0.8
CC(NC(=O)C1CCN(Cc2ccccc2)CC1)c1cccc2ccccc12 (stereo unspecified)	-11	-0.1	/	-13	/	-0.8	0.6	-1	/
Cc1ccc(C2CC(c3ccccc3)=NN2C(=O)CSc2nnc(-c3ccc(Cl)cc3)o2)o1 (stereo unspecified)	-10	0.5	-5	7	-3	-0.6	/	-8	-0.2
CCC(CC)C(=O)Nc1nnc(CCc2ccccc2)s1	16	-1.3	3	-10	2	-0.9	1.1	9	-1.4
O=C(c1ccc(F)cc1)C1CCN(C(=O)c2ccccc2)CC1	10	2.2	1	-4	-2	0.9	0.3	19	-1.1
CCc1nnc(NC(=O)c2ccc(COc3cccc(C)c3)o2)s1	2	-1.2	6	7	1	-7.3	0.9	-1	0.0
O=C(c1cc2sccc2n1Cc1ccc(F)cc1)N1CCCc2ccccc21	26	1.6	4	-4	2	-0.3	/	-1	1.5
CCOC(=O)c1c(-c2ccc(C)cc2)csc1/N=C(\C)C1=C(O)c2ccccc2C1=O	10	1.2	3	1	/	-0.3	4.0	0	-0.6
COc1ccc(NC(=O)CSc2nc(=O)n(CCN3CCOCC3)c3c2CCC3)cc1	1	/	/	4	-6	i	0.5	/	1.7
COc1ccc(-c2cc(C(=O)Nc3cc(Br)ccc3O)no2)cc1	-2	1.6	1	13	9	i	2.4	-7	0.2
Cc1ccccc1NC(=O)Cc1nc(COC(=O)c2ccccn2)cs1	3	2.9	/	1	0	14	1.4	-5	-0.9
Cc1ccc2nc(C)cc(C(=O)OCC(=O)Nc3cccnc3Cl)c2c1	14	0.0	2	-1	-4	-0.5	1.3	-1	1.5
COc1cccc(N2CCN(C(=O)c3oc4ccccc4c3NC(=O)CCc3cc(OC)no3)CC2)c1	6	0.8	4	-1	8	-0.3	0.4	0	4.0
CCN(Cc1ccccc1)C(=O)COC(=O)Cc1c[nH]c2ccccc12	-4	-1.2	/	-1	2	i	0.6	4	-1.6

Compound profiles, as listed above. Screens in order: Yp Topo-I inh, BoNT A protease, SARS 3CLpro inh, PrPC surface inh, SSB-PriA inh, Vc quorum ag, TcdB inh, Anthrax LF prot, PfHsp40 yeast
`O=C(c1cc2sccc2n1Cc1ccc(F)cc1)N1CCCc2ccccc21` across the screens: 26, 1.6, 4, -4, 2, -0.3, /, -1, 1.5
`Cc1ccc2nc(C)cc(C(=O)OCC(=O)Nc3cccnc3Cl)c2c1` across the screens: 14, 0.0, 2, -1, -4, -0.5, 1.3, -1, 1.5
`COc1cccc(N2CCN(C(=O)c3oc4ccccc4c3NC(=O)CCc3cc(OC)no3)CC2)c1` across the screens: 6, 0.8, 4, -1, 8, -0.3, 0.4, 0, 4.0
`Cc1ccc(C2CC(c3ccccc3)=NN2C(=O)CSc2nnc(-c3ccc(Cl)cc3)o2)o1` (stereo unspecified) across the screens: -10, 0.5, -5, 7, -3, -0.6, /, -8, -0.2

The listing continues.
SMILES	Yp Topo-I inh	BoNT A protease	SARS 3CLpro inh	PrPC surface inh	SSB-PriA inh	Vc quorum ag	TcdB inh	Anthrax LF prot	PfHsp40 yeast
Cc1ccc(-n2c(C)c(C)c3c(NCCCO)ncnc32)cc1	22	-3.5	0	12	3	i	2.1	13	-0.2
O=C(COC(=O)c1cccs1)Nc1nc(-c2ccccc2)cs1	-1	0.9	5	4	-8	-1.0	-5.6	9	-1.0
CC(Oc1ccc(Cl)cc1Cl)C(=O)NC(Cc1ccccc1)C(=O)O (stereo unspecified)	7	-0.7	/	2	-3	/	3.7	-4	-0.3
Cc1ccc(NC(=O)CSc2ccc(-c3ccc(-n4cccn4)cc3)nn2)c(C)c1	4	-1.3	/	-3	0	i	-3.6	-2	-0.9
Fc1ccc(C2CCNCC2COc2ccc3c(c2)OCO3)cc1 (stereo unspecified)	-8	5.0	0	-3	23	-0.4	1.0	-3	-2.5
Cc1ccc(SCC(=O)Nc2ccc(N3CCN(C)CC3)c(F)c2)cc1	-10	-1.5	2	21	3	-0.3	/	-7	-1.2
COc1ccc(/C=C2\SC(=O)N(CCC(=O)NC3CCS(=O)(=O)C3)C2=O)cc1 (stereo unspecified)	5	-4.7	0	-12	6	-0.6	1.4	-3	12
COc1ccccc1CN1CCN(Cc2nc(-c3ccccc3)no2)CC1	11	0.7	-6	2	-6	i	0.9	-2	1.3
CN(C)CCNC(=O)COc1cccc(Cl)c1	2	-0.4	3	0	11	-0.6	/	0	-0.1
CCn1c(CNC(=O)c2cccc(C)c2)nnc1SCC(=O)Nc1nnc(C)s1	12	0.2	1	-1	-15	i	-1.1	1	-0.6
Cc1cc(C(=O)OCC(=O)NCc2cccs2)ccc1[N+](=O)[O-]	7	-0.9	/	-8	-8	4.3	0.9	-4	1.8
Cc1ccccc1Cn1cnc2c(cnn2C(C)(C)C)c1=O	14	-0.7	-1	9	-1	i	/	1	-0.2
C(=N\Nc1ncnc2ccccc12)/c1ccccc1	8	-1.1	-1	6	/	-0.6	1.9	-1	1.2
Cc1cn([C@H]2C[C@H](O)[C@@H](CCC(=O)NCc3ccc4c(c3)OCO4)O2)c(=O)[nH]c1=O	/	0.2	/	7	/	/	-7.9	-2	/
COC(=O)[C@@]1(Cc2ccc(F)cc2)[C@H]2c3cc(C(=O)N(C)C)n(CCSCCO)c3C[C@H]2CN1C(=O)c1ccccc1	/	/	0	-1	4	/	-3.2	/	/
CCCCN1C(=O)c2ccc(C(=O)Nc3ccc(C)c(S(=O)(=O)N(C)C)c3)cc2C1=O	5	-0.3	-1	-8	4	i	/	-7	-0.4
CCC(C)(C)n1nnnc1C(c1ccccc1)N1CCN(C2CCCC2)CC1 (stereo unspecified)	2	0.4	1	-1	-17	-5.6	/	-2	0.8
Cc1ccc2oc(=O)c(/C=C(\O)c3ccccc3)nc2c1	-6	0.1	1	5	-6	-0.4	-0.7	-5	0.9
CC1(C)OC(=O)C(=Cc2ccc(-c3ccc(S(N)(=O)=O)cc3)o2)C(=O)O1	-1	0.3	2	-12	5	-0.2	1.2	-1	-0.5
O=C(Nc1cccc([N+](=O)[O-])c1)c1cnccn1	-13	0.1	5	-25	3	i	1.3	3	0.7
CC(NS(=O)(=O)c1ccccc1)C(=O)NCc1ccco1 (stereo unspecified)	1	0.0	2	2	0	i	0.7	3	-0.8
Cc1oc(-c2ccccc2F)nc1CS(=O)(=O)CC(=O)N1CCN(c2ccccc2)CC1	32	-0.4	-1	4	8	-0.3	-8.8	-1	-0.2
Cc1ccc(S(=O)(=O)N2CCCCC2)cc1NC(=O)CCCOc1ccccc1	25	-3.9	/	10	-21	-1.7	-0.9	-4	-1.4
CCNC(=O)C1CCCN(C(=O)C(c2ccccc2)c2ccccc2)CC1 (stereo unspecified)	-5	0.6	/	-4	/	0.3	0.4	-3	/
Cc1cc(NC(=O)c2cccc(S(=O)(=O)N3CCOCC3)c2)no1	-4	0.3	5	1	-15	i	/	7	-2.1
CCc1noc(C)c1C(=O)OCC(=O)Nc1ncc(Cl)cc1Cl	-2	-3.1	1	-5	-12	-0.1	0.2	-2	0.2
O=C(CCN1CCN(CC(=O)Nc2ccccc2Cl)CC1)Nc1ccccc1F	6	0.6	4	-13	2	-0.5	/	0	-0.6
COc1ccc(N2CCSC2C(=O)NN)cc1 (stereo unspecified)	1	-1.2	3	3	-7	i	/	-1	-1.7
CC(C)(C)c1ccc(C(=O)NC(=S)NCC2CCCO2)cc1 (stereo unspecified)	1	0.8	4	16	5	-0.2	0.7	1	-0.4
CCOC(=O)C1=NNC(C(=O)OCC)C1c1ccccc1 (stereo unspecified)	2	0.1	/	1	/	i	0.9	-7	-1.0
Cc1ccc(-n2nc(CC#N)c(C#N)c2N)cc1Cl	-7	0.1	-5	2	-8	-0.2	/	0	-2.2
Cc1ccc(CN2CC(C(=O)Nc3ccncc3)CC2=O)cc1 (stereo unspecified)	2	0.6	3	-2	-7	-0.4	2.0	4	-0.6
CC(C)Cn1c(=O)c2ccccc2n2c(CCC(=O)O)nnc12	2	-1.2	3	0	-10	i	-0.4	-1	-1.8
CCOC(=O)N1CCN(C(=O)C2CCN(S(=O)(=O)c3ccc(C)cc3)CC2)CC1	-4	-1.0	-3	-3	-2	-0.4	/	0	-0.6
COc1ccc(NC2=C3CC(C)CC=C3N(c3ccc(OC)cc3)C2=O)cc1 (stereo unspecified)	8	-0.4	0	2	1	i	1.0	-1	0.0
CC1Cc2ccccc2N1CC(=O)Nc1ccc(Cl)c(S(=O)(=O)N(C)C)c1 (stereo unspecified)	2	-0.6	-2	1	0	1.4	0.4	3	-0.8
CC1CCCC(C)N1/N=C/C=C/c1ccccc1[N+](=O)[O-] (stereo unspecified)	-4	-3.0	-1	6	/	-0.5	-1.1	-11	0.2
O=C(O)C(Cc1c[nH]c2ccccc12)NS(=O)(=O)c1ccc(Cl)cc1 (stereo unspecified)	10	-1.2	7	2	-15	-0.4	1.0	3	-1.9
O=C1CCCN1CCCNC(=S)Nc1ccccc1Cl	2	-0.1	-2	1	-1	-0.3	1.1	0	-0.6
COc1cc(OC)cc(-c2nc3cc(C)ccc3o2)c1	-5	-0.7	-7	-4	-15	i	/	-10	-0.3
C=CCNC(=S)NNC(=O)c1ccc2c(c1)OCO2	2	0.1	5	4	-4	-0.4	0.6	-7	-0.8
O=C(O)CC(NC(=O)c1cccc([N+](=O)[O-])c1)c1ccc2c(c1)OCO2 (stereo unspecified)	11	-0.5	4	-20	-18	-0.8	2.1	-1	0.2
O=C1c2ccc([N+](=O)[O-])cc2C(=O)N1c1ccc([N+](=O)[O-])cn1	0	-0.4	/	-25	-6	-0.6	-0.3	-7	-1.0
CC1CCC(NC(=O)CCNC(=O)c2ccc(Br)cc2)CC1 (stereo unspecified)	4	-0.2	/	-4	1	-0.6	0.9	-2	0.0
Cc1ccc(C)c(N2CC(C(=O)Nc3nccs3)CC2=O)c1 (stereo unspecified)	5	-2.4	4	-6	-4	-0.6	0.3	-4	?
COc1ccc(C2CC(C)(c3ccc(OC)cc3)Nc3ccccc3N2)cc1 (stereo unspecified)	5	-2.6	7	4	2	i	-1.0	17	6.8
CNc1ccc(/C=C/C(=O)c2ccc3c(c2)OCCO3)cc1[N+](=O)[O-]	-7	-0.6	0	4	-6	0.0	/	-3	-0.1
CC(NC(=O)COC(=O)CN1C(=O)C2CCCCC2C1=O)c1ccccc1 (stereo unspecified)	2	-0.6	/	12	-2	0.9	0.3	-1	0.2
Cc1nc2c(sc3nc4c(cc32)COC(C)(C)C4)c(=O)n1Cc1ccccc1	9	0.7	-4	5	-7	-0.7	/	0	0.6
CCCN(CCC)S(=O)(=O)c1ccc(NS(=O)(=O)c2ccc(F)cc2)cc1	6	-2.1	3	2	-11	-0.2	/	-3	0.7
Cc1onc(-c2c(F)cccc2Cl)c1C(=O)Nc1cc2cc([N+](=O)[O-])ccc2oc1=O	/	0.1	/	-4	/	/	3.7	2	/
OC1CN=C2CCCc3c2n(c2ccc(Cl)cc32)C1 (stereo unspecified)	-9	54*	-2	-9	17	-1.0	/	42*	4.7
